CFTR F508del cor = F508del CFTR correction, initial screen, CFBE line, single point; activity (quench increase), % at 7.58 µM; CFBE cells, YFP halide quenching; stimulated with forskolin plus potentiator P3; % fluorescence drop versus neutral controls; 0.36% of 350,000 active;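 active means mean added fluorescence quench of at least 8% versus neutral control, with both replicates also reaching 8%; inconclusive means only one of the mean or replicate conditions met; inactive means mean below 8% and not both replicates reaching 8%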;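 further: cells transiently co-express mutant CFTR-F508del with the halide-sensitive YFP; corrector assay measuring rescue of mutant channel to the surface after 24 h compound exposure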
DENV2 CPE = inhibitors of DENV2 cytopathic effect, primary screen, cell-based, plate reader, single concentration; 1.7% of 350,000 active; CPE inhibition, % at 9.99 µM; AID 651640, 2012; DENV2-infected cells, cytopathic effect rescue; in the data active means CPE inhibition above about 20%, passing the limit was not always enough; inconclusive means no clear call, values can overlap the other calls; tested in BHK-21 cells;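 further: 0% = median of neutral control wells and 100% = median of positive control wells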
GSIS activator = GLuc luminescence reporter in INS-1E cells, primary screen for activators of glucose-dependent secretion of insulin | activation, % at 16.6 µM | 0.61% of 370,000 active | INS-1E GLuc reporter insulin secretion, 2-3 h;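 active means lowest replicate activation of at least 40%, so every replicate reaches that level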;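 further: 0% = median of neutral control wells and 100% = median of IBMX positive control wells; some compounds called inactive have numbers as strong as hits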
E-sel inducer = E-selectin induction in HUVECs, primary screen, imaging, HUVEC, immunofluorescence imaging, single point; activation, % at 7.58 µM; normalized: neutral wells 0, TNF-alpha wells 100; P16581; 0.37% of 260,000 active;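 active means mean E-selectin-positive cell signal at least 10% of the positive control, reached in at least 60% of replicates, without over 20% cell loss; inconclusive means no rule given, readout overlaps actives, possibly toxicity-flagged; inactive means the rest, including those meeting only one limit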;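 further: in these data hits start at about 27%; measured in HUVEC primary endothelial cells; signal is the percent of cells scored E-selectin positive by PE staining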
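System: HUVEC, human umbilical vein endothelial cells; quantity: 3,000 cells/well; buffer or medium: EGM-2 medium, gelatin-coated wells; dosing: single-point compound dose; detection: immunofluorescence imaging; evaluation: % PE-positive cells; benchmarks: TNF-alpha, DMSO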
Casp6 inh = human caspase-6 inhibitors, primary screen, biochemical, VEID-R110 fluorescence, single point, set 2 | P55212 | 0.53% of 350,000 active | inhibition, % at 12.5 µM | purified caspase-6, Z-VEID-R110 cleavage fluorescence;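 active means mean inhibition across replicates at least about 35%, with every replicate also reaching that limit, limit read from the data; inconclusive means only one of the two criteria met; inactive means neither criterion met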;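 further: 0% = median of neutral control wells and 100% = no fluorescence left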
Target sequence (P55212 24-179 limits assumed): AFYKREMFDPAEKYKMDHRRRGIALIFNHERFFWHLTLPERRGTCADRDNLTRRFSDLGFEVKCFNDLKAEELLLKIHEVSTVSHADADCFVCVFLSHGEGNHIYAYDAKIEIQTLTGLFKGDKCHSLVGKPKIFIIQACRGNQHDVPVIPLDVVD
Target sequence (P55212 194-293 limits assumed): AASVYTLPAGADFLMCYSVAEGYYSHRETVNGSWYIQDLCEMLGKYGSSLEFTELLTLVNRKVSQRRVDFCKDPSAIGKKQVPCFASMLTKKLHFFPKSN
RAD52 anneal inh = RAD52 DNA annealing inhibitors, primary screen, biochemical, FRET, single point, set 2 | DNA repair protein RAD52 homolog (Homo sapiens), P43351 | recombinant RAD52 DNA annealing, FRET fluorescence | inhibition, % at 18.7 µM | 0.46% of 360,000 active;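 active means every replicate showing at least 50% inhibition; inconclusive means mean inhibition at least 50% but not in every replicate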
RAD54 inh = inhibitors of human RAD54 branch migration, primary screen, biochemical, fluorescence, single point; DNA repair and recombination protein RAD54-like (Homo sapiens), Q92698; RAD54 Holliday junction branch migration, FAM/BHQ fluorescence; inhibition, % at 10.4 µM; 0.14% of 360,000 active; AID 602329, 2012;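 active means mean normalized replicate activity at least 40 and at least half of replicates scoring 40 or more; inconclusive means only one of the two criteria met; inactive means mean below 40 and under half of replicates reaching 40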;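 further: 0% = median of neutral control wells and 100% = median of positive control wells; inhibitors cause a drop in the FAM fluorescence signal; in these data hits start at about 50%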
Target sequence (Q92698 whole entry, looked up): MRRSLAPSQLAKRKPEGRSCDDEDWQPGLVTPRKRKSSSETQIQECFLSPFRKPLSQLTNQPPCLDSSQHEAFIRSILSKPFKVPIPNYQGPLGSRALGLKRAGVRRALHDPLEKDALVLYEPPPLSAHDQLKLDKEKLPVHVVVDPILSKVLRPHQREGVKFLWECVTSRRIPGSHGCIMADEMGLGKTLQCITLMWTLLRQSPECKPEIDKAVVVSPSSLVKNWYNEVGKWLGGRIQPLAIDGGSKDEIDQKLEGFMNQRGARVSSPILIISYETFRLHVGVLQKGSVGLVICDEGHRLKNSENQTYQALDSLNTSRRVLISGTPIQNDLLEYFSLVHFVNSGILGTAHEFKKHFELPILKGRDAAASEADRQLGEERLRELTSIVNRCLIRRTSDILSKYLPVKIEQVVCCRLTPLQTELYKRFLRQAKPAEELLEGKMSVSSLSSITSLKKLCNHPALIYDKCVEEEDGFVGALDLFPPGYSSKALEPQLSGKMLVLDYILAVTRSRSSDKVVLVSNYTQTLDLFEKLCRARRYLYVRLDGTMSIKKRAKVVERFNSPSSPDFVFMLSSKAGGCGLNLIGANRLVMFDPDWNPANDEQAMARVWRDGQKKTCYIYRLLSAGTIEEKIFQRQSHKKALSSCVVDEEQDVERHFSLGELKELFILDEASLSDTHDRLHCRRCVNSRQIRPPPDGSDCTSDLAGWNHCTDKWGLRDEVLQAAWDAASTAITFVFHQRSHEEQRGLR
Xi reactivation = activators of inactive X chromosome reactivation, primary screen, imaging, XiGFP fibroblasts, GFP high-content imaging, set 2. XiGFP mouse fibroblasts, % GFP-positive cells imaging, 3 d; cells co-treated with 5-aza-dC sensitizer; scaled so ellipticine positive control = 100%. 0.055% of 360,000 active. activation, % at 7.58 µM;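 active means mean normalized replicate activation at least 10% and every replicate at or above 10%; inconclusive means only one of the two criteria met; inactive means mean below 10% and not all replicates reach 10%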;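 further: 0% = median of on-plate neutral control wells and 100% = ellipticine 6 µM median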
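Assay system – SV40-immortalized XiGFP fibroblast cells, line 68-5-11 · Buffer or medium – DMEM supplemented with 5-aza-dC as sensitizing agent · Dosing – one concentration, pinned · Benchmarks – positive control ellipticine, 6 µM final · Times – 3 days compound exposure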
Active calls of the source: *; ? = inconclusive; . = no result given. Rows were taken by chance (roughly 3.7% active in at least one column).

SMILES	CFTR F508del cor	DENV2 CPE	GSIS activator	E-sel inducer	Casp6 inh	RAD52 anneal inh	RAD54 inh	Xi reactivation
C[C@@H]1CCCCO[C@H](CN(C)C(=O)Nc2ccccc2)[C@H](C)CN([C@@H](C)CO)C(=O)c2cc(NC(=O)c3ccncc3)ccc2O1	3.8	1	-7	.	-1	-4	4	-0.1
O=C(O)c1ccc(NC(=O)c2ccccc2NC(=O)c2ccccc2Cl)cc1	4.2	-3	-7	.	-1	2	-7	0.2
O=C(NCC1CC1)[C@@H]1[C@@H](CO)[C@@H]2Cn3c(ccc(-c4cccc(F)c4)c3=O)[C@@H]2N1CC1CCCC1	2.3	-7	-14	-0.6	.	.	2	0.1
Cc1ccc(S(=O)(=O)Nc2ccc3c(c2)CC(=O)N([C@H](C)CO)C[C@H](C)[C@@H](CN(C)C(=O)NC(C)C)O3)cc1	0.1	5	0	1.9	-1	7	8	0.0
COc1cc(/C=C(\C#N)C(=O)NC(C)C)ccc1OCc1ccc(C(=O)O)cc1	-2.3	-1	-28	-0.1	-1	-39	8	0.0
Cc1ccc(S(=O)(=O)N(C)C[C@@H]2Oc3ccc(N(C)C)cc3CC(=O)N([C@@H](C)CO)C[C@H]2C)cc1	-2.0	-3	12	-0.1	0	5	-10	0.0
CCCCN(C(=O)c1oc2ccc(OCC)cc2c1C)c1c(N)n(CCCC)c(=O)[nH]c1=O	-0.6	?	3	-4.5	-5	-26	7	-0.1
C=CC[N+]1(CC(=O)NCc2ccc(NC(C)=O)cc2)CCOCC1	0.1	-3	32	.	-4	-15	.	-0.1
C[C@@H]1CN([C@H](C)CO)C(=O)CCCn2cc(nn2)CO[C@@H]1CN(C)C(=O)Cc1ccccc1	-1.4	.	15	-0.1	.	.	.	0.0
C[C@@H]1CCCCO[C@H](CN(C)C(=O)C2CCCCC2)[C@H](C)CN([C@@H](C)CO)C(=O)c2cc(NC(=O)CCCCCC(=O)Nc3ccccc3N)ccc2O1	0.8	11	-9	0.0	-3	4	4	-0.9
Cc1ccccc1CSc1ncnc2ccccc12	.	0	11	0.0	-6	-2	.	0.1
C=CCN1c2ccccc2C(=O)C(C)S1(=O)=O (configuration not stated)	1.4	4	3	0.2	8	-5	-1	0.1
O=C(N/N=C/c1cccnc1)c1cc(-c2ccc(Br)cc2)nc2ccccc12	1.5	13	8	-0.2	-2	-1	-4	0.0
CO[C@H]1CN(C)C(=O)c2ccc(NC(=O)c3ccccc3)cc2OC[C@H](C)N(C(=O)CN(C)C)C[C@H]1C	2.4	29*	11	-0.1	1	-4	-3	0.2
CN(C(=O)COC(=O)CNC(=O)c1ccc(C(C)(C)C)cc1)c1c(N)n(Cc2ccccc2)c(=O)[nH]c1=O	-4.9	-2	14	3.2	0	0	5	0.3
COc1cccc(-c2nnc(NC(=O)c3cccs3)s2)c1	-1.7	-4	-10	0.0	-1	1	.	0.0
CNC(=O)C[C@H]1CC[C@@H]2[C@H](COC[C@H](O)CN2C(=O)c2ccc3c(c2)OCO3)O1	-0.5	2	-7	-0.1	3	-6	-1	-0.1
Cc1cccc(C)c1NC(=O)CN(C)C(=O)C1CC(=O)N(c2cccc3ccccc23)C1 (configuration not stated)	-2.1	-2	.	0.2	0	2	-8	-0.1
COc1cc(CC(=O)Nc2ccc(N3CCOCC3)cc2)cc(OC)c1OC	1.7	9	-13	.	2	-3	.	0.1
COc1ccc(-c2ccc(N(C)C)cc2)cc1[C@H]1[C@@H]2C=CCC[C@@]2(C)C(=O)N1Cc1ccccc1	2.3	6	.	.	-5	2	-11	0.0
Cc1nc2nc(C(F)(F)F)[nH]c2nc1C	2.0	-13	7	0.6	.	-16	-1	1.0
CO[C@@H]1CN(C)C(=O)c2ccc(NC(=O)c3cccc(F)c3)cc2OC[C@H](C)NC[C@@H]1C	1.2	24*	7	0.6	-4	-3	0	0.1
C[C@H]1CCCCO[C@H](CN(C)S(C)(=O)=O)[C@@H](C)CN([C@@H](C)CO)C(=O)c2cc(NS(=O)(=O)c3ccccc3)ccc2O1	0.2	-2	-3	0.0	2	-11	-6	-0.9
CCNc1nc(SCC(=O)Nc2ccccc2)nc(N2CCOCC2)n1	0.9	-3	-9	1.1	4	-8	-7	0.1
Cc1nn(CC2CC2)c(=O)n1-c1cccc(Cl)c1	0.1	-11	-5	2.8	-4	-2	2	0.0

(listing goes on)
SMILES	CFTR F508del cor	DENV2 CPE	GSIS activator	E-sel inducer	Casp6 inh	RAD52 anneal inh	RAD54 inh	Xi reactivation
O=C(COc1ccc(Oc2ccccc2)cc1)NCc1cn2ccccc2n1	3.2	.	8	-0.4	3	-5	.	0.4
COc1ccc(NC(=O)CCNS(=O)(=O)c2ccc3c(c2)CC(C)N3C(=O)C2CC2)cc1 (configuration not stated)	0.6	-6	-12	.	1	-8	-13	-0.1
Nc1ccn(C2OC(COP(=O)(O)O)C(O)C2O)c(=O)n1 (configuration not stated)	5.9	7	2	0.6	-1	-11	.	0.6
CC(=O)N1[C@H](CO)[C@H]2c3ccccc3N(S(=O)(=O)c3ccccc3)C[C@H]21	1.6	7	-2	0.0	-3	-1	-4	0.3
C[C@@H]1CN([C@@H](C)CO)C(=O)c2cc(-c3cccnc3)cnc2O[C@H]1CN(C)C(=O)Nc1ccccc1	4.3	0	2	0.3	0	-6	1	-0.9
CN(C)S(=O)(=O)N1CCN(c2ccc([N+](=O)[O-])cc2)CC1	0.4	.	9	.	2	-10	-8	0.0
COc1cc(/C=C2\C(=O)N(C)C(=S)N2C)ccc1O	-1.2	2	13	.	-1	-34	.	0.1
CC(C)Nc1nc(Nc2ccc(C#N)cc2)c2sccc2n1	8.1*	17	5	0.1	5	-3	-3	0.0
CCC(C)n1c(SCC(=O)Nc2cc(C(C)(C)C)nn2-c2ccccc2)nc2ccccc2c1=O (configuration not stated)	0.6	1	-40	-0.1	-1	-6	-1	0.1
O=[N+]([O-])c1ccc(N/N=C/c2cccc(O)c2)cc1	-4.0	-2	-23	0.1	.	-8	8	0.3
C[C@@H]1CCCCO[C@H](CN(C)C)[C@H](C)CN([C@@H](C)CO)C(=O)c2cc(NC(=O)C3CCCCC3)ccc2O1	-2.2	.	1	-0.2	.	.	.	0.0
Cn1c(=O)c2c(ncn2CC(=O)OCC(=O)Nc2ccc(F)cc2Cl)n(C)c1=O	-3.4	0	12	-0.5	0	-16	-1	-0.1
CC1CCN(S(=O)(=O)c2ccc(C(=O)NNC(=O)C3CC3)cc2)CC1	-1.6	-3	3	2.1	0	-13	.	-0.1
c1ccc(OCCNc2ccn3nc(-c4ccccc4)cc3n2)cc1	1.7	-2	-1	5.4	1	-54	-7	-0.1
O=C(COC(=O)C1=Cc2ccccc2OC1)NCc1ccco1	1.7	-1	-10	.	-5	-14	.	0.2
COC(=O)[C@@H]1[C@@H](CO)[C@@H]2Cn3c(ccc(-c4cccc(F)c4)c3=O)[C@@H]2N1S(C)(=O)=O	.	7	6	0.2	1	-11	-1	0.2
OC(c1cccc(Cl)c1)c1nc(-c2csc3ccccc23)cs1 (configuration not stated)	-2.4	1	.	0.2	-1	-1	13	0.3
Cc1noc(C)c1NC(=O)Nc1ccc2c(c1)C(=O)N([C@H](C)CO)C[C@H](C)[C@@H](CN(C)C)O2	-2.2	12	12	.	-1	4	-5	-0.9
CCc1ccc(C(=O)CN2C(=O)NC(C)(c3ccc(C)cc3)C2=O)cc1 (configuration not stated)	-3.1	-3	18	.	1	-27	-11	0.0
O=C(/C=C/c1ccccn1)c1ccc(Br)cc1O	.	5	16	105*	-1	-28	.	0.4
COc1ccc(OC)c(S(=O)(=O)Nc2ccc(-c3ccc4nncn4n3)cc2)c1	1.7	0	58	-0.1	2	-10	.	0.1
CCOC(=O)[C@@H]1[C@H]2COc3ccc(Br)cc3[C@@H]2N2C(=O)N(c3ccc(Br)cc3)C(=O)[C@@]12C	-4.6	?	16	-0.2	5	-21	5	-0.1
C[C@@H]1CN([C@H](C)CO)C(=O)c2cc(NS(=O)(=O)c3cccs3)ccc2O[C@@H]1CN(C)C(=O)Nc1ccc2c(c1)OCO2	-0.7	8	-5	4.6	0	-8	-6	-0.8
NS(=O)(=O)c1ccc(CCNCc2cccs2)cc1	5.0	0	10	.	2	-3	.	0.0
C[C@@H]1CN([C@@H](C)CO)C(=O)c2cccc(NC(=O)C3CCCCC3)c2O[C@H]1CN(C)C(=O)Nc1ccc(F)cc1	1.1	3	5	0.2	3	-3	-2	-0.2

Only DENV2 CPE, Casp6 inh and RAD54 inh, for some of the entries so far:
structure	DENV2 CPE	Casp6 inh	RAD54 inh
COc1cc(/C=C2\C(=O)N(C)C(=S)N2C)ccc1O	2	-1	.
O=[N+]([O-])c1ccc(N/N=C/c2cccc(O)c2)cc1	-2	.	8

Further entries.
SMILES	CFTR F508del cor	DENV2 CPE	GSIS activator	E-sel inducer	Casp6 inh	RAD52 anneal inh	RAD54 inh	Xi reactivation
C[C@H]1CN([C@@H](C)CO)S(=O)(=O)c2ccc(-c3ccc(F)cc3)cc2O[C@@H]1CN(C)C(=O)Nc1ccccc1F	-0.3	?	-16	0.7	0	-22	-4	-0.4
CC(C)(C)NS(=O)(=O)c1ccc(OCC(=O)NCC2CCCO2)cc1 (configuration not stated)	2.1	1	-2	-0.2	0	-10	0	-0.1
CCS(=O)(=O)N1CCCCN2[C@@H](CO)[C@H](c3ccc(-c4ccccc4F)cc3)[C@@H]2C1	1.7	17	3	0.6	-2	-3	8	0.4
O=C(C[C@@H]1C=C[C@H](NC(=O)C2CC2)[C@H](CO)O1)Nc1ccccc1	-0.6	?	-4	0.0	-2	-18	-1	1.0
CCCC[C@@H]1Cc2[nH][nH]c(=O)c2[C@H](c2ccc3ccccc3c2)O1	-1.6	3	3	-0.1	3	1	.	0.2
Cc1ccc(C(=O)/C=C/c2cc(C#N)n(C)c2C)cc1	0.7	12	-23	6.8	0	-20	0	0.3
Cc1nc(C(F)(F)F)ccc1C(=O)N1CCC1(C)C(=O)Nc1ccc2c(c1)OCO2 (configuration not stated)	5.7	-8	1	-0.2	-1	-1	-10	-0.1

One compound at a time, as listed above. Screens in order: CFTR F508del cor | DENV2 CPE | GSIS activator | E-sel inducer | Casp6 inh | RAD52 anneal inh | RAD54 inh | Xi reactivation
`CCc1ccc(C(=O)CN2C(=O)NC(C)(c3ccc(C)cc3)C2=O)cc1` (configuration not stated) across the screens: -3.1 | -3 | 18 | . | 1 | -27 | -11 | 0.0
`Cc1ccc(C(=O)/C=C/c2cc(C#N)n(C)c2C)cc1` across the screens: 0.7 | 12 | -23 | 6.8 | 0 | -20 | 0 | 0.3

Compound activity as filed in PubChem.
